p53ts 39C kill – kills p53ts cells at the nonpermissive temperature; H1299-p53A138V viability at 39C, ATP luminescence, 24 h; Potency, µM (top dose mostly 46.1 µM), for the others: top-dose activity change, negative = cell killing, hits mostly cytotoxic; hit rate 1.5% among 130,000; AID 902; further: nearly all actives have a fitted effect of over 55% in size
Imprint erasure – inducers of genomic imprint erasure in mouse ES cells | hit rate 0.02% among 110,000 | mouse ES Peg3-LacZ reporter, beta-gal luminescence, 40 h | Potency, µM (series often up to 60.7 µM), for the others: at the highest dose activity change, positive = activation, actives largely listed as activators;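 further: 0% = negative control wells on the plate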
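Readout: BetaGlo luminescence (5 min, room temp) for LacZ from the normally silent maternal Peg3 allele in female Peg3LacZ-Neo ES cells. Cells 300/well, 40 h, 37C, 5% CO2. Data normalized per plate to negative controls.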
p53ts 32C kill – cytotoxicity in p53ts cells at permissive temperature; H1299-p53A138V at 32C, ATP luminescence viability, 24 h; Potency, µM (top dose mostly 46.1 µM), without a hit: top-dose activity change, negative = cytotoxicity, actives largely listed as cytotoxic; hit rate 0.93% among 130,000; AID 924;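 further: 0% = DMSO and -100% = full killing by reference compound; nearly all actives have a fitted effect of over 55% in size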
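Cells: H1299 p53ts (A138V), 600/well, pre-incubated 16–30 h at 37C. Cpd up to 46 uM, 24 h, 32C. Readout: ATPlite luminescence, 20 min RT. Normalization: DMSO vs tamoxifen 100 uM. AC50 by Hill equation.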
IkB signaling – inhibitors of IkB signaling in ABC-DLBCL cells | ABC-DLBCL IkBa-CBG/CBR dual luciferase ratio, 4 h; response scale: scaled: untreated 0%, proteasome inhibitor 100% | hit rate 0.04% among 110,000 | AID 445 | Potency, µM (highest dose often 57.1 µM), for inactives: at the top dose IkBa stabilization activation; active means well fitted curve in the direction sought with a large enough effect in the signal ratio, not every such curve was filed as active; inconclusive means small, poorly fitted or top-dose-only effect, or a change in a side signal; the % refers to the signal ratio;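 further: the direction sought is a rising ratio; 0% = basal untreated cells and 100% = reference inhibitor full response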
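Luminescence ratio of IκBα-fused green versus native red beetle luciferase in OCI-Ly3 cells, 4 h post-doxycycline with compound; red signal alone, scaled from basal (0%) to zero light (-100%), flagged nonspecific or cytotoxic effects.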
Starred values were filed as active, the others as inactive; ? = inconclusive; nt = not tested or not shown; [ ] = another dose, or the depositor's remark. Unless noted, the call rests on the fitted dose curve; in most records, active means well fitted curve in the direction sought with a large enough effect; inconclusive means small, poorly fitted or top-dose-only effect, or another doubt; inactive means no such curve, though single readings can be large; an effect the other way counts as inactive or inconclusive. Unless noted, on the % scale 0 is the no-effect control and ±100 the full control effect; potency means the concentration at half of the fitted maximal effect.

Compound	p53ts 39C kill	Imprint erasure	p53ts 32C kill	IkB signaling
COC(=O)c1cc(C(=O)OC)n(Cc2ccc(F)cc2)n1	0%	-6%	9%	1.5%
CCCCNC(=O)c1sc2nc(C)cc(COC)c2c1-n1cccc1	17%	-6%	30%[activator]	?
Cc1c(CC(=O)NCc2ccc(F)cc2)c(=O)oc2cc(O)c(Cl)cc12	7%	-10%[10.9 µM]	7%	?
Cc1ccc(C)c(NC(=O)c2nnn(CC(=O)Nc3cccc(C)c3C)c2N)c1	5%	?	-5%	?
CCc1ccc(CNC(=O)c2ccc3nc(SCc4ccc(F)cc4)n(C)c3c2)cc1	-4%	-14%[10.9 µM]	5%	0.3%
CCOC(=O)Nc1c(C(=O)OC)[nH]c2cccc(OC)c12	10%	4%	13%	5.2%
Cc1ccccc1OCC(=O)Nc1ccc(-c2nc3ncccc3o2)cc1	-7%	-11%[10.9 µM]	-1%	11%
CO[C@]1(NC(=O)C2SC(=C(C(N)=O)C(=O)O)S2)C(=O)N2C(C(=O)O)=C(CSc3nnnn3C)CS[C@H]21 (stereo partly drawn)	6%[20.6 µM]	-1%[16.8 µM]	4%[20.6 µM]	0.8%[25.6 µM]
Cc1[nH]nc2c1-c1nc3ccccc3nc1C(C)(C)C2	2%	-21%	12%	?
Cc1c(Cl)cccc1NC(=O)CSc1nc(=O)n(Cc2ccco2)c2c1CCC2	19%	-12%[10.9 µM]	-6%	?
COc1ccc(NC(=O)C2CCCN(S(=O)(=O)c3c(C)[nH]c(=O)[nH]c3=O)C2)cc1Cl (stereo not drawn)	9%	17%[10.9 µM]	14%	0.0%
CC(C)CNC(=O)CSc1nnc(-c2ccccn2)n1Cc1ccccc1	7%	-13%	13%	0.3%
COC(=O)[C@@H]1C[C@@H]2CC[C@@H](O)C[C@@H]2N1Cc1ccccc1OS(=O)(=O)c1ccc(C)cc1	-1%	-16%	28%	nt
O=C(NCc1ccc(Cl)cc1)c1cc2ccccc2o1	7%	5%[10.9 µM]	7%	?
CCC(=O)Oc1cccc(C(=O)Nc2ccc(-c3nnc(-c4ccco4)o3)cc2)c1	-4%	-31%[inhibitor]	-16%	?
Nc1ccc(SCCN2C(=O)c3ccccc3C2=O)cc1	1%	2%	-4%	-0.3%
CCS(=O)(=O)CCSc1nc2ccccc2s1	8%	-1%	5%	0.6%
c1cc(-c2nnc3n2CCCCC3)ccn1	1%	5%	-2%	0.3%
Cc1c(O)c(=O)n(-c2ccccc2)n1C	12%[20.6 µM]	-3%[16.8 µM]	-1%[20.6 µM]	1.1%[25.6 µM]
COc1cc(Cl)c(NC(=O)CCc2nc3cccnc3n2-c2ccccc2)c(OC)c1	2%	-7%[10.9 µM]	-5%	?
Cc1ccccc1-n1c(=O)cc(N2CCc3ccccc3C2)[nH]c1=O	9%	-8%	-5%	-1.0%
CC(=O)c1ccc2c(c1)N(C)c1ccccc1S2	-7%	nt	-10%	nt
CCOc1ccc(CCNc2ncnc3onc(C)c23)cc1OCC	-3%	-19%[10.9 µM]	-10%	?
Cc1ccc(NC(=O)C2CCCN2C(=O)NC2CCCCC2)c(C)c1 (stereo not drawn)	13%	nt	5%	nt
Cn1c(=O)c(-c2ccc(Cl)cc2)nc2cncnc21	3%	-6%	2%	-0.5%[11.4 µM]
CCOC(=O)c1[nH]c(C)c(C(=O)NCc2cccc(OC)c2)c1C	1%	-13%[10.9 µM]	-1%	?
CC(C)CC(=O)Nc1ccccc1-c1nnn(CC(=O)N2CCOCC2)n1	3%	2%	3%	0.9%
O=C1c2oc3ccccc3c(=O)c2C(c2cccc(Cl)c2)N1c1ccccn1 (stereo not drawn)	3%	-3%[10.9 µM]	-1%	?
NC(=O)CN1CCN(C(=O)Nc2ccccc2)CC1	7%	-1%	-3%	-1.7%
NCC1O[C@@H](OC2C(N)C[C@H](N)[C@@H](O[C@H]3OC(CO)C(O)C(N)C3O)C2O)C(N)C(O)C1O (stereo partly drawn)	-11%	-9%	-2%	nt

In a second layout: 10 of the compounds above
Results follow in this order: p53ts 39C kill, Imprint erasure, p53ts 32C kill, IkB signaling
> Cc1ccccc1-n1c(=O)cc(N2CCc3ccccc3C2)[nH]c1=O
  9%, -8%, -5%, -1.0%
> CC(=O)c1ccc2c(c1)N(C)c1ccccc1S2
  -7%, nt, -10%, nt
> CCOc1ccc(CCNc2ncnc3onc(C)c23)cc1OCC
  -3%, -19%[10.9 µM], -10%, ?
> Cc1ccc(NC(=O)C2CCCN2C(=O)NC2CCCCC2)c(C)c1 (stereo not drawn)
  13%, nt, 5%, nt
> Cn1c(=O)c(-c2ccc(Cl)cc2)nc2cncnc21
  3%, -6%, 2%, -0.5%[11.4 µM]
> CCOC(=O)c1[nH]c(C)c(C(=O)NCc2cccc(OC)c2)c1C
  1%, -13%[10.9 µM], -1%, ?
> CC(C)CC(=O)Nc1ccccc1-c1nnn(CC(=O)N2CCOCC2)n1
  3%, 2%, 3%, 0.9%
> O=C1c2oc3ccccc3c(=O)c2C(c2cccc(Cl)c2)N1c1ccccn1 (stereo not drawn)
  3%, -3%[10.9 µM], -1%, ?
> NC(=O)CN1CCN(C(=O)Nc2ccccc2)CC1
  7%, -1%, -3%, -1.7%
> NCC1O[C@@H](OC2C(N)C[C@H](N)[C@@H](O[C@H]3OC(CO)C(O)C(N)C3O)C2O)C(N)C(O)C1O (stereo partly drawn)
  -11%, -9%, -2%, nt

New compounds follow
Compound	p53ts 39C kill	Imprint erasure	p53ts 32C kill	IkB signaling
Cc1noc(C)c1COC(=O)c1ccccc1Sc1ccccc1C#N	-1%	-11%	26%	?
NC(=O)c1c(NC(NC(=O)c2ccco2)(C(F)(F)F)C(F)(F)F)sc2c1CCCC2	1%	4%	-16%	?
O=c1c(-c2cccs2)nc2cnc(Oc3ccccc3)nc2n1Cc1cccs1	1%	-3%	-1%	-0.9%[11.4 µM]
Cc1ccccc1N=C1Nc2ccccc2CS1	?	-75%[inhibitor]	?	0.7%
CC(C)Oc1cccc(C(=O)O)c1	-3%	1%	-6%	3.7%
CS(=O)(=O)N1CCN(c2nc(-c3ccc(F)cc3)cs2)CC1	0%	-3%	-9%	8.6%
Cc1ccc(NC(=O)Cn2c(=O)n(Cc3ccc4c(c3)OCO4)c(=O)c3ccccc32)c(C)c1	2%	-5%[10.9 µM]	5%	0.7%
Cc1ccc(NC(=O)Cn2ncc3c4ccccc4n(Cc4ccccc4)c3c2=O)cc1Cl	1%	-5%[10.9 µM]	-10%	?
CCCCOc1ccccc1CC1C(=O)Nc2ccc(Br)cc21 (stereo not drawn)	13µM*	-20%[10.9 µM]	?	-3.2%
Cc1ccc(S(=O)(=O)c2nc(N3CCOCC3)sc2Cl)cc1	9%	nt	5%	1.9%
C[C@H](N)[C@H](O)c1cccc(O)c1	2%[20.6 µM]	4%[16.8 µM]	-2%[20.6 µM]	1.2%[25.6 µM]
CCOC(=O)c1ccccc1NC(=O)CN1CCCN(Cc2cc(C)ccc2C)S1(=O)=O	6%	-11%[10.9 µM]	12%	?
COc1cccc(CNC(=O)C2CCCN(c3nnc(-n4c(C)ccc4C)s3)C2)c1 (stereo not drawn)	-14%	-3%[10.9 µM]	-8%	1.8%
CC(=O)c1cccc(NC(=O)C(Cc2ccccc2)NS(=O)(=O)c2ccc(Br)s2)c1 (stereo not drawn)	-23%	-8%[10.9 µM]	9%	1.0%
CC(C)CCNC(=O)N1CCN(S(=O)(=O)c2ccc3c(ccn3C)c2)CC1	-12%	12%[10.9 µM]	0%	1.7%
CCCN(CCC)C(=O)Cn1c(=O)n(-c2cccc(C)c2)c(=O)c2c1c1cc(OC)ccc1n2C	18%	-10%[10.9 µM]	12%	?
CCN=C1SC(CC(=O)Nc2ccc(C)cc2)C(=O)N1CC (stereo not drawn)	-2%	-3%	3%	0.6%
CN(C(=O)c1cccnc1)c1nnc(-c2cnccn2)s1	11%	-9%	-11%	-2.1%
COc1cc2ccccc2cc1C(=O)Nc1cc(-c2nc3ccccc3o2)ccc1C	24%	-7%[10.9 µM]	-3%	?
Cc1cccc(Cc2cnc(NC(=O)C3Cc4ccc(C)cc4C(=O)O3)s2)c1 (stereo not drawn)	11%	3%[10.9 µM]	2%	0.8%
O=C(Nc1ccc(S(=O)(=O)N2CCCc3ccccc32)cc1)C1CCCO1 (stereo not drawn)	-1%	-22%	7%	4.2%
Cc1cccn2c(=O)c3cc(C(=O)NC(C)c4ccccc4)c(=N)n(CCCn4ccnc4)c3nc12 (stereo not drawn)	-16%	-23%	-8%	4.3%
CCCCN1C(=O)C2ON(c3ccccc3C)C(c3ccco3)C2C1=O (stereo not drawn)	14%	-13%	3%	?
Cc1nc2ccccc2nc1N1CCCCC1	8%	-3%	4%	-0.8%
COC(=O)c1ccccc1NC(=O)c1cc2ncc(Br)cn2n1	10%	-14%	2%	0.1%
COC(=O)c1cc(Br)c(=O)n(CCc2ccccc2)c1	-2%	-2%	0%	-0.2%
O=C1CCC=C1[C@@H](O)CCc1ccccc1	3%[9.22 µM]	nt	4%[9.22 µM]	nt
COc1cccc(C(=O)Nc2ccc(-c3cc(C(F)(F)F)nn3-c3ccccc3)cc2)c1	-8%	-19%[10.9 µM]	-9%	?
O=C(Nc1ccc(F)cc1F)c1ccc(CN2CC(=O)N3CCCCC3C2=O)cc1 (stereo not drawn)	21%	-9%[10.9 µM]	-6%	?
COc1ccc(NC(=O)c2sc3nc4c(cc3c2N)CN(Cc2ccccc2)CC4)cc1	-2%	21%[10.9 µM]	6%	1.4%
COc1cccc(OCCOc2cccc(/C=N/n3cnnc3)c2)c1	2%	-36%[inhibitor]	-4%	6.3%
COc1ccccc1N(C(=O)Cn1nnc2ccccc21)C(C(=O)NCc1ccco1)c1ccc(C)o1 (stereo not drawn)	-27%	-13%	9%	2.2%
CN(CC(=O)O)Cc1c(O)c(Cl)cc(Cl)c1Cl	-8%[9.22 µM]	-16%[10.9 µM]	-10%[9.22 µM]	2.1%[11.4 µM]
COc1ccc(-n2c(=O)c3ccc(C(=O)NCc4ccc(C)cc4)cc3n(Cc3ccc(Cl)cc3)c2=O)cc1	12%	7%[10.9 µM]	11%	-0.3%
Cc1cc(C(=O)NC2CCCc3ccccc32)no1 (stereo not drawn)	4%	nt	-2%	nt
CC(C)OC(=O)c1nnn(-c2nonc2N)c1CN1CCCCCC1	-11%	-12%	6%	4.1%
Nc1ccc(-c2ccc(N)cc2C(F)(F)F)c(C(F)(F)F)c1	-3%	20%	4%	1.5%
COc1cccc2cc(C(=O)N3CCN(C(=O)c4ccccc4)CC3)c(=O)oc12	30%	nt	0%	nt
O=C(CN1C2=NCCCN2c2ccccc21)c1cccs1	-10%	-9%	-1%	-0.6%
COC(=O)c1cccc(NC(=O)CSc2nnc(C)n2Cc2ccccc2)c1	-13%	-17%	-10%	3.7%
Nc1cccc2c(N)cccc12	7%	22%	-7%[1.84 µM]	?
Brc1ccc2[nH]c3nc(SCCN4CCOCC4)nnc3c2c1	-5%	-22%	-13%	0.0%
NC(=S)SCCC(=O)O	-1%[9.22 µM]	8%[10.9 µM]	-1%[9.22 µM]	0.4%[11.4 µM]
CC(C)=CCC(C)(C)C1OCCN1C(=O)Nc1ccccc1 (stereo not drawn)	0%	-11%	-7%	3.1%
COc1c(C(C)C)oc2cc3oc(=O)ccc3cc12	-4%	3%	10%	nt

Screens (PubChem)
